TcdB inh: TcdB glycohydrolase inhibitors, primary screen, biochemical, single point, plate reader | Toxin B (Clostridioides difficile), P18177 | TcdB glycohydrolase enzymatic assay | inhibition, % at 9.99 µM | 350,000 compounds, 0.24% hits | AID 652162, 2013; in the data active means inhibition above about 10%
The depositor's hits bear a star.

canonical_smiles	TcdB inh
C[C@@H]1CN([C@H](C)CO)C(=O)c2cccc(NS(=O)(=O)c3ccc(F)cc3)c2O[C@@H]1CN(C)C(=O)Nc1ccc(F)cc1	1.2
C[C@H](CO)N1C[C@H](C)[C@H](CN(C)S(C)(=O)=O)Oc2ccc(NC(=O)CCCN(C)C)cc2C1=O	-0.4
COc1ccc(S(=O)(=O)Nc2ccc3c(c2)CC(=O)N([C@H](C)CO)C[C@H](C)[C@H](CN(C)Cc2ccc(Oc4ccccc4)cc2)O3)cc1	0.9
COCC(=O)Nc1ccc2c(c1)OC[C@H](C)N(Cc1ccccc1OC)C[C@H](C)[C@@H](OC)CN(C)C2=O	0.2
CCC(=O)Nc1ccc2c(c1)C(=O)N(C)[C@H]1CC[C@@H](CC(=O)NCC3CCCCC3)O[C@H]1CO2	-0.3
C[C@H]1CN([C@@H](C)CO)C(=O)c2cc(C#Cc3ccncc3)cnc2O[C@@H]1CN(C)C(=O)CN(C)C	-0.4
COc1ccc(NC(=O)Nc2ccc3c(c2)CC(=O)N([C@@H](C)CO)C[C@H](C)[C@H](CN(C)CC2CC2)O3)cc1	-0.9
O=C(c1ccc2c(c1)OCO2)N1C[C@H]2[C@@H](c3ccccc31)[C@@H](CO)N2Cc1ccc2c(c1)OCO2	1.0
C[C@H]1CN([C@@H](C)CO)S(=O)(=O)c2ccc(-c3cccnc3)cc2O[C@H]1CN(C)C(=O)C1CCC1	-0.3
Cc1ccc(S(=O)(=O)N[C@@H]2CC[C@@H](CC(=O)NCCN3CCCCC3)O[C@H]2CO)cc1	1.5
C/C=C/c1ccc2c(c1)O[C@H](CN(C)C(=O)Nc1cccc(F)c1)[C@@H](C)CN([C@@H](C)CO)S2(=O)=O	0.4
Cc1ccc(S(=O)(=O)N(C)C[C@H]2Oc3c(NC(=O)C4CCCCC4)cccc3C(=O)N([C@H](C)CO)C[C@@H]2C)cc1	0.3
CO[C@@H]1CN(C)C(=O)c2ccc(NS(=O)(=O)c3ccccc3)cc2OC[C@H](C)N(Cc2cccnc2)C[C@@H]1C	0.1
CCNC(=O)[C@@H]1[C@@H](CO)[C@@H]2Cn3c(ccc(-c4ccccc4)c3=O)[C@@H]2N1C(=O)C1CCC1	-1.5
Cc1ccc(CN(C)C[C@H]2OCc3cn(nn3)CCCC(=O)N([C@@H](C)CO)C[C@@H]2C)cc1	-0.4
COCC#Cc1cnc2c(c1)C(=O)N([C@@H](C)CO)C[C@H](C)[C@@H](CN(C)C(=O)C1CCC1)O2	-7.9
COc1ccc(S(=O)(=O)Nc2ccc3c(c2)C(=O)N([C@H](C)CO)C[C@H](C)[C@H](CN(C)S(=O)(=O)c2c(C)noc2C)O3)cc1	1.6
CCC(=O)N1CC2(C1)CN(C(=O)CC)[C@H](CO)c1[nH]c3cc(OC)ccc3c12	1.6
O=C(C[C@H]1CC[C@H](NC(=O)Nc2cc(F)ccc2F)[C@@H](CO)O1)NCc1ccccn1	0.0
C[C@H](CO)N1C[C@H](C)[C@@H](CN(C)S(=O)(=O)c2ccc(F)cc2)Oc2c(NC(=O)C3CC3)cccc2C1=O	-0.1
O=C(C[C@H]1CC[C@H](NS(=O)(=O)c2cccc(F)c2)[C@H](CO)O1)NCc1ccc2c(c1)OCO2	0.4
CCCNC(=O)C[C@@H]1CC[C@H]2[C@H](COc3ccc(NC(=O)Cc4ccccc4)cc3C(=O)N2C)O1	-0.1
CN(C)C(=O)C[C@H]1C=C[C@@H](NC(=O)C2CC2)[C@H](CO)O1	0.4
C/C=C/c1ccc2c(c1)O[C@H](CN(C)C(=O)NCCC)[C@@H](C)CN([C@@H](C)CO)S2(=O)=O	0.0
O=C(Cc1cccnc1)N1CCCCN2[C@H](C1)[C@@H](c1ccc(/C=C/c3ccccc3)cc1)[C@@H]2CO	1.8
C[C@H]1CN([C@@H](C)CO)C(=O)c2cccc(NC(=O)c3ccc(-c4nccs4)cc3)c2O[C@H]1CN(C)Cc1ccc2c(c1)OCO2	-12.3
CC(C)NC(=O)N(C)C[C@H]1OCCCC[C@H](C)Oc2ccc(NS(=O)(=O)c3ccc(Cl)cc3)cc2C(=O)N([C@@H](C)CO)C[C@H]1C	-0.2
COCC#Cc1cnc2c(c1)C(=O)N([C@H](C)CO)C[C@H](C)[C@@H](CN(C)C(=O)Cc1cccnc1)O2	0.2
COc1ccc2c3c([nH]c2c1)[C@@H](CO)N(C(C)=O)CC31CN(S(=O)(=O)c2ccccc2)C1	1.5
C[C@@H]1CN([C@@H](C)CO)C(=O)c2cc(NS(=O)(=O)c3cccs3)ccc2O[C@H]1CN(C)S(=O)(=O)c1ccc(Cl)cc1	-2.5
CCNC(=O)[C@H]1[C@H](CO)[C@H]2Cn3c(ccc(-c4ccccc4)c3=O)[C@H]2N1Cc1ccccc1	1.2
C[C@@H]1CCCCO[C@@H](CN(C)Cc2ccc3c(c2)OCO3)[C@H](C)CN([C@H](C)CO)C(=O)c2cc(NC(=O)c3ccncc3)ccc2O1	1.1
COc1cccc(CN2[C@H](CO)[C@H](c3ccccc3)C23CN(C(=O)C2CC2)C3)c1	-3.3
O=C(c1ccc2c(c1)OCO2)N1CC(=O)N2[C@H](CO)[C@H](c3ccc(C#CCC4CCCC4)cc3)[C@@H]2C1	0.9
COc1ccc(S(=O)(=O)N(C)C[C@@H]2Oc3ccc(NC(=O)Cc4ccccc4)cc3CC(=O)N([C@@H](C)CO)C[C@H]2C)cc1	0.6
CNC[C@H]1Oc2ccc(NC(=O)Nc3ccc(F)cc3)cc2CC(=O)N([C@H](C)CO)C[C@H]1C	-0.3
O=C(C[C@@H]1C=C[C@@H](NC(=O)Cc2ccccn2)[C@@H](CO)O1)NCCCN1CCOCC1	-0.2
O=C(NCC(F)(F)F)[C@@H]1[C@@H](CO)[C@@H]2Cn3c(cccc3=O)[C@H]1N2CC1CCCCC1	2.0
C[C@@H]1CCCCO[C@H](CN(C)C)[C@H](C)CN([C@@H](C)CO)C(=O)c2cc(NC(=O)CCCN(C)C)ccc2O1	1.2
COc1ccc(CN(C)C[C@H]2OCCCC[C@H](C)Oc3ccc(NS(=O)(=O)c4ccc(Cl)cc4)cc3C(=O)N([C@@H](C)CO)C[C@@H]2C)cc1	-0.4
C[C@@H]1CN([C@@H](C)CO)C(=O)Cc2cc(N(C)C)ccc2O[C@H]1CN(C)C(=O)Nc1ccccc1	-20.6
CN1C(=O)c2cc(NC(=O)Nc3ccccc3Cl)ccc2OC[C@H]2O[C@H](CC(=O)NCCCN3CCOCC3)CC[C@H]21	2.2
COCC#Cc1ccc([C@H]2[C@H](CO)N3CCCCN(C(=O)CN(C)C)C[C@@H]23)cc1	-0.2
C[C@@H](O)C#Cc1ccc([C@H]2[C@H](CO)N3CCCCN(C(=O)c4cccc(F)c4)C[C@@H]23)cc1	0.0
C[C@@H]1CCCCO[C@H](CN(C)S(C)(=O)=O)[C@H](C)CN([C@@H](C)CO)C(=O)c2cc(N(C)C)ccc2O1	-15.5
C[C@@H]1CN([C@H](C)CO)C(=O)c2cc(C#Cc3ccccn3)cnc2O[C@@H]1CN(C)CC1CCOCC1	-0.1
CCCC#Cc1ccc([C@@H]2[C@H](CO)N3CCCCN(S(C)(=O)=O)C[C@@H]23)cc1	0.6
CC=Cc1ccc2n(c1=O)C[C@H]1[C@H](CO)[C@@H](C(=O)NCc3ccccc3F)N(S(C)(=O)=O)[C@@H]21 (mixture of isomers)	0.7
CNC[C@H]1OCCCC[C@H](C)Oc2ccc(NC(=O)Nc3c(C)noc3C)cc2C(=O)N([C@H](C)CO)C[C@@H]1C	-0.7
CC=Cc1ccc2n(c1=O)C[C@H]1[C@H](CO)[C@@H](C(=O)NCc3ccccc3F)N[C@@H]21 (mixture of isomers)	0.1
CCC(=O)N1CCCCN2[C@@H](CO)[C@H](c3ccc(C#Cc4ccccc4F)cc3)[C@@H]2C1	-1.7
CN(C)C(=O)C[C@@H]1CC[C@@H](NC(=O)Nc2cccc(F)c2)[C@H](CO)O1	-1.0
COCC#Cc1cnc2c(c1)C(=O)N([C@@H](C)CO)C[C@@H](C)[C@H](CN(C)C(=O)Nc1ccccc1OC)O2	-1.7
CC(C)NC(=O)Nc1cccc2c1O[C@@H](CN(C)CC1CCCCC1)[C@@H](C)CN([C@H](C)CO)C2=O	0.3
C[C@@H]1CCCCO[C@H](CN(C)S(=O)(=O)c2ccccc2)[C@H](C)CN([C@@H](C)CO)C(=O)c2cc(NS(=O)(=O)c3ccc(Cl)cc3)ccc2O1	0.2
C[C@@H]1CN([C@@H](C)CO)C(=O)c2cc(NC(=O)c3ccncc3)ccc2O[C@H]1CN(C)Cc1ccc(C(=O)O)cc1	-1.1

Grouped by structure, those above with two or more sulfur atoms (3)
canonical_smiles	TcdB inh
COc1ccc(S(=O)(=O)Nc2ccc3c(c2)C(=O)N([C@H](C)CO)C[C@H](C)[C@H](CN(C)S(=O)(=O)c2c(C)noc2C)O3)cc1	1.6
C[C@@H]1CN([C@@H](C)CO)C(=O)c2cc(NS(=O)(=O)c3cccs3)ccc2O[C@H]1CN(C)S(=O)(=O)c1ccc(Cl)cc1	-2.5
C[C@@H]1CCCCO[C@H](CN(C)S(=O)(=O)c2ccccc2)[C@H](C)CN([C@@H](C)CO)C(=O)c2cc(NS(=O)(=O)c3ccc(Cl)cc3)ccc2O1	0.2

Later entries:
canonical_smiles	TcdB inh
O=C(C1CC1)N1CCCCN2[C@@H](CO)[C@H](c3ccc(C#CC4CCCC4)cc3)[C@@H]2C1	-0.2
O=C(c1cnccn1)N1CC[C@@H]2[C@@H](CO)Nc3ccc(-c4cccc(F)c4)cc3[C@@H]21	1.2
CC=Cc1ccc2n(c1=O)C[C@@H]1[C@@H](CO)[C@H](C(=O)N(C)C)N(Cc3cccc(F)c3)[C@H]21 (mixture of isomers)	-1.1
CCS(=O)(=O)N(C)C[C@@H]1N[C@H](CO)[C@@H]1c1ccc(-c2ccccc2F)cc1	0.0
O=C(NCC[C@@H]1CC[C@H](NC(=O)C2CCCCC2)[C@@H](CO)O1)c1ccc(F)cc1	-0.2
C[C@@H]1CCCCO[C@H](CN(C)C(=O)Cc2ccccc2)[C@H](C)CN([C@@H](C)CO)C(=O)c2cc(NC(=O)Nc3ccc4c(c3)OCO4)ccc2O1	0.9
COc1ccccc1-c1cnc2c(c1)C(=O)N([C@@H](C)CO)C[C@@H](C)[C@@H](CN(C)CC1CCOCC1)O2	-3.8
C[C@H]1CN([C@@H](C)CO)C(=O)c2cc(-c3cccc(F)c3)cnc2O[C@@H]1CN(C)Cc1ccncc1	0.5
C[C@@H]1CCCCO[C@@H](CN(C)Cc2ccc3c(c2)OCO3)[C@H](C)CN([C@@H](C)CO)C(=O)c2cc(NS(=O)(=O)c3ccccc3)ccc2O1	0.1
C[C@@H]1CCCCO[C@@H](CN(C)CC2CCCCC2)[C@@H](C)CN([C@H](C)CO)C(=O)c2cc(NS(=O)(=O)c3ccccc3)ccc2O1	-0.4
C[C@@H]1CCCCO[C@@H](CN(C)S(=O)(=O)c2ccc(F)cc2)[C@@H](C)CN([C@@H](C)CO)C(=O)c2cc(N(C)C)ccc2O1	-15.0
C[C@H](CO)N1C[C@H](C)[C@H](CN(C)C(=O)Nc2ccc(C(F)(F)F)cc2)Oc2cc(-c3ccncc3)ccc2S1(=O)=O	-1.3
C[C@@H]1CCCCO[C@@H](CN(C)S(=O)(=O)c2ccc(F)cc2)[C@H](C)CN([C@@H](C)CO)C(=O)c2cc(NC(=O)c3ccccc3)ccc2O1	0.6
CN(C)C(=O)c1cccc(-c2ccc([C@@H]3[C@H](CO)N4CCCCN(Cc5cccnc5)C[C@@H]34)cc2)c1	-0.2
O=C(C[C@H]1CC[C@H](NC(=O)CN2CCOCC2)[C@@H](CO)O1)NC1CCCCC1	-0.6
COc1ccc2c3c([nH]c2c1)[C@@H](CO)N(Cc1ccccc1Cl)CC31CN(C(C)=O)C1	0.8
C[C@@H]1CN([C@H](C)CO)C(=O)c2cc(NC(=O)Cn3cnnn3)ccc2O[C@H]1CN(C)Cc1ccccc1	-0.8
COCC(=O)N1CC2(C1)[C@H](c1ccc(-c3ccc(F)cc3)cc1)[C@@H](CO)N2C(C)=O	0.8
CCCC#Cc1ccc([C@H]2[C@H]3CN(S(C)(=O)=O)CCCCN3[C@H]2CO)cc1	1.2
CC(C)CC#Cc1ccc2c(c1)O[C@H](CN(C)C(=O)NC1CCCC1)[C@@H](C)CN([C@@H](C)CO)S2(=O)=O	0.8
C[C@H]1CN([C@@H](C)CO)C(=O)c2cc(NS(=O)(=O)c3ccc(F)cc3)ccc2O[C@H]1CN(C)Cc1ccncc1	-0.9
C[C@@H]1CCCCO[C@@H](CN(C)S(=O)(=O)c2ccc(Cl)cc2)[C@@H](C)CN([C@H](C)CO)C(=O)c2cc(NC(=O)NC3CCCCC3)ccc2O1	0.3
C[C@@H]1CCCCO[C@H](CN(C)C(=O)Nc2cccc3ccccc23)[C@H](C)CN([C@@H](C)CO)C(=O)c2cc(NC(=O)Nc3cccc4ccccc34)ccc2O1	0.1

6 compounds picked at random from the list so far, as already listed:
canonical_smiles	TcdB inh
C[C@@H]1CCCCO[C@H](CN(C)C(=O)Nc2cccc3ccccc23)[C@H](C)CN([C@@H](C)CO)C(=O)c2cc(NC(=O)Nc3cccc4ccccc34)ccc2O1	0.1
C[C@H]1CN([C@@H](C)CO)C(=O)c2cc(NS(=O)(=O)c3ccc(F)cc3)ccc2O[C@H]1CN(C)Cc1ccncc1	-0.9
COCC(=O)N1CC2(C1)[C@H](c1ccc(-c3ccc(F)cc3)cc1)[C@@H](CO)N2C(C)=O	0.8
C[C@@H]1CCCCO[C@@H](CN(C)S(=O)(=O)c2ccc(Cl)cc2)[C@@H](C)CN([C@H](C)CO)C(=O)c2cc(NC(=O)NC3CCCCC3)ccc2O1	0.3
CCCC#Cc1ccc([C@H]2[C@H]3CN(S(C)(=O)=O)CCCCN3[C@H]2CO)cc1	1.2
C[C@@H]1CN([C@H](C)CO)C(=O)c2cc(NC(=O)Cn3cnnn3)ccc2O[C@H]1CN(C)Cc1ccccc1	-0.8

Some of the compounds tested, so the mix of outcomes need not match the whole.
